Efflux pump inh: antifungal efflux pump inhibition, Nile Red retention; S. cerevisiae Candida pump triplex; inhibition, % at 10 µM; AID 485275; actives 0.44% (n = 330,000);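 active = plate passing quality check with inhibition over a set limit, or well fluorescence over plate mean plus 4 SD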;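 note: Nile Red retained in pooled yeast measured as flow cytometry median fluorescence; 0% = buffer negative control and 100% = Enniatin B positive control; higher means more Nile Red kept so more efflux inhibition; some compounds called inactive have numbers as strong as hits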
CTSL1 counter: counter-screen for PFM18AAP inhibitors: inhibitors of F. hepatica cathepsin L1; AID 1906; actives 0.49% (n = 300,000); recombinant F. hepatica cathepsin L1, Z-Leu-Arg-MCA fluorescence; inhibition, % at 5.96 µM;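 active = inhibition above the mean of all tested compounds plus 3 SD, set per screening campaign, cut at about 17% in these data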;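 note: 0% = plate median of test compound wells and 100% = 1 µM Z-Phe-Ala-diazomethylketone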
PP5 primary: blocks human protein phosphatase 5 activity; P53041; purified PP5c, OMFP substrate fluorescence; inhibition, % at 6.7 µM; actives 0.18% (n = 320,000);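 active = inhibition above the campaign's mean inhibition across all tested compounds plus 3 SD, cut at about 9.5% in these data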;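 note: 0% = DMSO only and 100% = 100 µM cantharidin control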
core dimer inh: HCV core protein dimerization inhibition. TR-FRET GST/Flag-core106 dimerization, 1536-well. inhibition, % at 5 µM. actives 0.33% (n = 300,000). AID 1899;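 active = inhibition above the mean of all tested compounds plus 3 SD, set per screening campaign, cut at about 45% in these data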
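Material: Tagged HCV core106 pair (GST and Flag) | Amount: GST-core106 13.5 nM, Flag-core106 17 nM | Medium: KF-containing HEPES buffer, pH 7.45, DTT, CHAPS, BSA | Reagent: Eu donor and XL665 acceptor anti-tag antibodies | Schedule: 4 h at 22.5 °C | Technique: Time-resolved FRET, ex 340 nm, em 617 and 671 nm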
PP1 inh: blocks human PP1-alpha phosphatase, a PP5 counter-screen | P62136 | actives 0.9% (n = 320,000) | purified PP1alpha, OMFP fluorescence | inhibition, % at 6.7 µM;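 active = inhibition above the mean inhibition of all tested compounds plus 3 SD, computed separately for each screening campaign, cut at about 15% in these data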
GASC-1 inh: inhibitors of human GASC-1 (JMJD2C) demethylase. inhibition, % at 2.35 µM. GST-JMJD2C(1-420) H3K9me3 demethylation, DELFIA europium. actives 0.069% (n = 330,000);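 active = more than half of a compound's replicate wells show inhibition beyond 50%, single wells judged on their own value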;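 note: signal counts dimethyl H3K9 product captured on neutravidin plate; 0% = median of DMSO wells and 100% = 0.3 times that DMSO median; strong numbers were not always called active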
Target sequence (Q9H3R0 1-420 limits assumed): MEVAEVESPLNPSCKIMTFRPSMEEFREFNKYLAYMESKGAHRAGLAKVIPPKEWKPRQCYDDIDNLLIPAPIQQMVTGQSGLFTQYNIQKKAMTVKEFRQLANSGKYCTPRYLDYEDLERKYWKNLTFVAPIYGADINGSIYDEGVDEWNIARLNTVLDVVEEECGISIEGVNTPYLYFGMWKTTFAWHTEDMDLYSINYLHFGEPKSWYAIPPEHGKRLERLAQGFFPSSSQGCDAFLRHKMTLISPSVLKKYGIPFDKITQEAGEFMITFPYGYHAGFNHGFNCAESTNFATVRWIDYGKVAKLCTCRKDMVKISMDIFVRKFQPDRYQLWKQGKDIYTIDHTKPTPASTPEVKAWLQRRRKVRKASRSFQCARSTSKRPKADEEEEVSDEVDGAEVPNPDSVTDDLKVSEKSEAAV
TPT1 inh: C. albicans TPT1 enzyme inhibition. actives 0.81% (n = 300,000). AID 1962. inhibition, % at 5 µM. recombinant caTPT1, FP RNA substrate dephosphorylation;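 active = inhibition above the mean of all tested compounds plus 3 SD, set per screening campaign, cut at about 24% in these data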;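 note: plate controls were DMSO alone for no effect and ferristatin control at 100 nM for full effect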
proCasp3 act: procaspase-3 (human) activation | actives 0.11% (n = 330,000) | P42574 | recombinant procaspase-3 D3A, Ac-DEVD-pNA absorbance 405 nm | activation, % at 8.5 µM | AID 463141;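 active = activation above the mean of all tested compounds plus 3 SD, cut at about 21% in these data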;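 note: 0% = DMSO alone and 100% = DMSO wells spiked with extra 5 µM PC-3 D3A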
Target sequence (P42574 whole entry D9A/D28A/D175A): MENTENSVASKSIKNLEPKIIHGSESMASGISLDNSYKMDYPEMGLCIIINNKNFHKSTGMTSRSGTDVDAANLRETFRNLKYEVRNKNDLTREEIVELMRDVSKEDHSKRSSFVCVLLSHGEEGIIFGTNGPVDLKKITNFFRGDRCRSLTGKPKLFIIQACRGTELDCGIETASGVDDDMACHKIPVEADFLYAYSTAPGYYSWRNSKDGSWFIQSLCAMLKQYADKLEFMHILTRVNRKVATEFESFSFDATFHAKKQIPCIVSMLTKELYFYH
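Assay system: Procaspase-3 D3A mutant, all three cleavage aspartates alanine. Buffer or medium: Zinc-free HEPES saline buffer with Triton X-100. Times: 1 h compound preincubation, 2 h substrate hydrolysis at 25 °C. Measured by: 405 nm absorbance of p-nitroaniline, reads at 0 and 120 min. Read-out basis: percent activation relative to control range. Replicates: singlicate.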
procasp7 counter: counter-screen: procaspase-7 (human) activation. actives 0.093% (n = 330,000). AID 463210. activation, % at 8.5 µM. recombinant procaspase-7, Ac-DEVD-pNA absorbance 405 nm; D23A/D198A/D206A triple mutant, cannot self-cleave; scale: DMSO 0, 5 µM enzyme 100. P55210;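 active = percent activation above the screen-wide mean plus 3 SD, cut at about 25% in these data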
Target sequence (P55210 whole entry D23A/D198A/D206A): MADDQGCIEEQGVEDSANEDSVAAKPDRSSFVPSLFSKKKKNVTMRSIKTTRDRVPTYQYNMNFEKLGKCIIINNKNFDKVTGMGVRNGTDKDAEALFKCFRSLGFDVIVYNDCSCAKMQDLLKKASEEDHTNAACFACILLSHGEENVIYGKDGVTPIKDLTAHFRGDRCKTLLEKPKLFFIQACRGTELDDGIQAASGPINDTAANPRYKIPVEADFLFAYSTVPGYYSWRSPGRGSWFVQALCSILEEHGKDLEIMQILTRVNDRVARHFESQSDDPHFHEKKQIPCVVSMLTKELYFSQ
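Material: Procaspase-7 triple mutant (PC-7 D3A) | Quantity: 2 µM procaspase-7 mutant as dispensed | Reagent: DEVD-pNA substrate | Times: 1 h preincubation, 2 h reaction | Technique: 405 nm absorbance of p-nitroaniline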
* hit, by the source's call; . = not tested or not shown. Not a hit list. Share with any hit: about 2.9%.

SMILES	Efflux pump inh	CTSL1 counter	PP5 primary	core dimer inh	PP1 inh	GASC-1 inh	TPT1 inh	proCasp3 act	procasp7 counter
CN(CC(=O)Nc1ccc(Cl)c(S(=O)(=O)N(C)C)c1)Cc1ccccc1	-0.1	-2.1	0.3	2.0	1.5	-1.3	0.4	-3.2	5.3
O=C(CSc1nc2ccccc2c(=O)n1-c1cccc(C(F)(F)F)c1)NC1CC1	0.1	0.7	1.7	7.2	-1.1	-10.1	-2.3	11.5	10.8
CCC(NS(=O)(=O)c1ccc2c(c1)NC(=O)C(C)C(=O)N2)c1cccs1 (stereo unspecified)	0.0	1.1	-0.8	-11.0	4.3	-6.4	-3.6	-15.0	-1.0
Cc1ccc(NC(=O)CSc2nnc(CNC(=O)c3cccs3)o2)cc1	0.5	-0.1	-0.4	1.2	-2.6	2.1	0.8	1.2	-6.1
Cn1ccc(=NC=C(C#N)C#N)c2ccccc21	0.1	7.0	0.3	0.7	0.6	2.6	25.3*	-5.8	-4.0
O=C(CCCN1C(=O)C(c2ccccc2)Oc2cccnc21)Nc1cccc(F)c1 (stereo unspecified)	0.2	0.6	4.0	7.9	-1.3	-2.7	-1.2	-1.0	-0.8
N#C/C(=C/c1ccc(N2CCCCCC2)o1)c1ccc(Cl)cc1	0.1	5.8	0.3	-1.3	-1.1	-3.3	157.7*	-6.2	-14.1
O=C1CN(C(=O)c2ccccc2)C(c2ccccc2)c2cc(Cl)ccc2N1 (stereo unspecified)	0.0	5.0	3.6	1.6	0.8	-2.8	-0.1	5.8	0.5
CCOc1ccc(CNC(=O)c2ccc3nc(N4CCOCC4)sc3c2)cc1	0.1	1.6	2.0	1.1	-0.3	-21.8	-2.8	4.8	-0.6
CCOc1ccc(NC(=S)N(CCc2c(C)[nH]c3ccc(C)cc23)Cc2cccnc2)cc1	-0.1	-2.3	3.3	4.2	4.6	10.2	-2.2	7.7	2.2
CCN1CCCC1CNC(=O)Cn1cccc1C(=O)c1ccccc1C (stereo unspecified)	-0.1	7.8	-0.5	-2.6	-3.2	-1.3	-5.1	-1.2	5.8
COc1ccc(-n2c(=S)[nH]c3ccccc32)cc1	0.0	7.1	-5.2	-6.8	-6.6	9.3	7.1	-10.9	-19.0
CN1CCN(C(=O)c2ccc3c(c2)NC(=O)/C(=C/c2ccccc2)S3)CC1	0.1	-2.2	0.0	-15.6	0.1	6.3	-2.1	11.6	-1.6
CC(=O)Nc1ccc(Nc2cc(C)nc3c(-c4ccc(Cl)cc4)c(C)nn23)cc1	-0.1	1.5	4.5	6.1	8.4	19.3	-4.1	-8.1	4.0
COC(=O)Nc1nnc(-c2ccncc2)s1	-0.1	3.5	0.4	-0.8	-1.0	5.7	-1.9	4.6	-0.8
Cn1ccc(=S)c2ccccc21	1.2	0.9	-3.0	0.4	0.8	-6.4	0.1	-6.3	0.7
O=C(COc1ccc(Cl)cc1Cl)Nc1nc2n(n1)C(c1ccccc1)CC(=O)N2 (stereo unspecified)	-0.1	-9.2	-0.9	-4.4	-2.0	3.6	1.2	-4.4	-1.1
COc1ccc(F)c(C2C(C#N)=C(N)Oc3n[nH]c(C(C)(C)C)c32)c1 (stereo unspecified)	0.0	1.7	3.5	3.8	1.4	0.6	-2.5	0.2	5.4
O=C(OCC#CCSc1nnc(-c2ccc([N+](=O)[O-])cc2)o1)c1cccs1	0.0	1.0	0.5	15.0	6.2	6.0	-8.0	-1.2	-3.7
O=C(CSc1nnc2ccc(-c3cccnc3)nn12)Nc1ccccc1	0.0	-4.6	0.0	-0.7	-1.4	36.2	1.5	2.1	1.3
CC(C)c1ccc(-c2nc(N3CCCCCC3)nc3n[nH]c(N)c23)cc1	0.0	2.8	1.5	4.3	-3.3	8.9	-0.6	7.1	15.4
CC1CCCCC12NC(=O)N(CC(=O)N1CCN(S(=O)(=O)/C=C/c3ccccc3)CC1)C2=O (stereo unspecified)	0.2	.	-2.6	.	0.3	12.8	.	2.0	4.7
CCn1cc(/C=C(\NC(=O)c2cc(OC)c(OC)c(OC)c2)C(=O)N2CCN(C)CC2)c2ccccc21	0.0	0.5	-0.7	-12.2	-1.7	4.4	1.8	-3.6	-0.7
O=C(/C=C/c1ccc(Cl)cc1Cl)NC(=S)Nc1ccc(CN2CCOCC2)cc1	-0.5	2.3	1.9	3.8	-5.0	14.6	1.9	-2.8	-11.2
Cc1cccc(N2CCN(C(=O)[C@H](C)N3C(=O)C4CC=CCC4C3=O)CC2)c1C (stereo partly specified)	-0.2	.	.	.	.	6.6	.	-0.8	2.9
O=C(N/N=C/c1ccco1)c1cc(C2CC2)nc2ccccc12	0.0	10.9	-0.6	-6.3	-1.8	-8.5	-6.4	0.6	6.2
Cc1cccc2sc(NC(=O)CN3C(=O)NC4(CCCC4)C3=O)nc12	0.1	-2.1	3.6	-17.0	-0.5	-22.3	2.6	-1.9	-6.4
CC(C)CC(NC(=O)C(CO)NC(=O)C1CCC(=O)N1)C(N)=O (stereo unspecified)	-0.2	2.9	1.3	10.5	-3.5	-2.3	1.9	-2.5	-7.2
COCCn1c(SCC(=O)c2ccc3c(c2)OCCO3)nnc1C(C)C	-0.2	17.8*	1.1	-6.9	-7.4	8.9	-0.9	-7.7	-20.4
CCOc1ccc(C(Nc2cccnc2)c2cc(Cl)c3cccnc3c2O)cc1 (stereo unspecified)	-0.2	1.7	1.3	6.4	19.4*	0.9	-6.5	-3.5	-23.4

An excerpt of these results, as labelled records:
Cn1ccc(=S)c2ccccc21
  Efflux pump inh: 1.2
  CTSL1 counter: 0.9
  PP5 primary: -3.0
  core dimer inh: 0.4
  PP1 inh: 0.8
  GASC-1 inh: -6.4
  TPT1 inh: 0.1
  proCasp3 act: -6.3
  procasp7 counter: 0.7

O=C(COc1ccc(Cl)cc1Cl)Nc1nc2n(n1)C(c1ccccc1)CC(=O)N2 (stereo unspecified)
  Efflux pump inh: -0.1
  CTSL1 counter: -9.2
  PP5 primary: -0.9
  core dimer inh: -4.4
  PP1 inh: -2.0
  GASC-1 inh: 3.6
  TPT1 inh: 1.2
  proCasp3 act: -4.4
  procasp7 counter: -1.1

(listing goes on)
SMILES	Efflux pump inh	CTSL1 counter	PP5 primary	core dimer inh	PP1 inh	GASC-1 inh	TPT1 inh	proCasp3 act	procasp7 counter
COc1ccc(OC)c(Nc2nc(N)c([N+](=O)[O-])c(N3CCOCC3)n2)c1	-0.1	-4.5	2.5	4.3	-1.2	-20.3	-2.7	-5.3	-9.2
C=CCOC(=O)c1[nH]c2c(c1C)C(=O)CC(c1cc(OC)c(OC)c(OC)c1)C2 (stereo unspecified)	-0.1	-1.5	0.8	3.8	-0.5	-3.2	4.9	7.7	12.3
COc1ccc(NC(=O)COC(=O)CN2C(=O)C3CC=CCC3C2=O)c([N+](=O)[O-])c1 (stereo unspecified)	-0.1	.	.	.	.	-1.5	.	1.0	5.8
Cc1ccc(C23CC4CC(CC(C(=O)NCC(=O)O)(C4)C2)C3)cc1	0.4	0.6	4.5	1.9	-0.4	-2.9	-1.4	-4.1	7.4
O=C(CC1Oc2ccccc2NC1=O)NC1CCCC1 (stereo unspecified)	0.0	0.8	2.1	5.2	-1.5	-2.5	-2.7	4.8	-2.4
O=C(C1CCCN(S(=O)(=O)c2cc(Cl)ccc2Cl)C1)N1CCCCCC1 (stereo unspecified)	-0.1	-7.3	0.6	7.1	-4.9	2.1	-0.3	-0.6	1.6
Cc1ccc(CSc2nnc(-c3ccc4c(c3)OCO4)o2)cc1	-0.1	0.0	1.0	-2.6	1.3	1.7	-3.0	3.5	1.4
COc1cc2c(cc1OC)CN(C(=O)c1ccc3[nH]c(C)c(C)c3c1)CC2	0.0	-2.9	1.5	1.9	1.2	-7.1	-4.1	3.9	6.0
CCOC(=O)C1(Cc2ccc(OC)cc2)CCN(C(=O)[C@@H]2CCCN2C(C)=O)CC1	0.1	-3.4	3.4	-0.7	-3.3	2.1	3.2	-4.0	3.0
CCOC(=O)N1CCC(NC(=O)c2cc3c(=O)n(C)c4ccccc4c3n2C)CC1	-0.1	-0.3	-0.4	2.9	-2.9	12.8	-1.0	1.5	6.3
CC(=O)Nc1ccc(S(=O)(=O)NCc2csc(-c3cccnc3)n2)cc1	0.1	4.4	0.1	-0.3	-2.6	0.8	0.1	16.0	7.2
COc1ccccc1N(CC1CO1)S(=O)(=O)c1ccc(C)cc1 (stereo unspecified)	0.3	2.0	0.8	-10.5	-3.4	5.1	2.4	0.1	-7.1
Cc1nn(-c2ccccc2)c2sc(C(=O)c3c(N)n(C)c(=O)n(C)c3=O)cc12	-0.1	4.3	0.6	-6.5	1.7	0.6	-2.3	-9.7	9.8
Cc1nc2sc(C(c3ccco3)N3CCN(C(c4ccccc4)c4ccccc4)CC3)c(O)n2n1 (stereo unspecified)	0.1	0.7	6.1	-5.6	6.5	0.0	4.4	-3.5	-4.2
Cc1ccc(C)c(CSc2nnc(C)c(=O)n2N)c1	-0.2	5.1	-0.2	-0.7	-2.5	-6.5	-6.5	4.8	-8.8
COc1ccc(S(=O)(=O)N2CCCCC2)cc1NC(=O)c1ccc(Cl)nc1	0.0	.	3.0	.	2.7	-7.4	.	1.8	10.5
O=C(NC1CCS(=O)(=O)C1)c1ccc(Br)o1 (stereo unspecified)	-0.2	0.5	1.2	-8.1	0.0	5.8	-3.4	1.0	1.8
Cc1ccc(NC(=O)CSc2nnc(C3CC3)n2CC2CCCO2)c(C)c1 (stereo unspecified)	-0.1	-0.9	0.7	-0.7	-0.3	-3.0	-2.9	3.6	6.3
Cc1cc(=O)oc2cc(OCc3ccc(C(=O)OCC(=O)Nc4ccccc4OC(F)F)cc3)ccc12	-0.3	1.1	0.3	12.1	7.8	-4.5	-0.7	7.2	9.3
CCCCn1nc(C(=O)Nc2ccc(S(=O)(=O)Nc3ncccn3)cc2)c2ccccc2c1=O	-0.1	-5.3	-2.1	3.5	-4.6	-8.1	-1.0	3.9	-3.7
CCCNC(=O)c1n[nH]c(=O)c2ccccc12	-0.1	-4.8	-0.1	-3.5	-3.3	4.8	-4.8	-1.9	-2.1
NC(=O)NC(=O)CSc1nc(-c2ccccc2)c(-c2ccccc2)n1CC1CCCO1 (stereo unspecified)	0.1	19.9*	2.3	1.6	-1.1	4.7	2.5	7.5	5.2
Cc1cc(Cl)ccc1OCC(=O)NCCCCc1ccccc1	0.1	4.5	7.2	9.9	5.5	2.3	-1.4	-2.2	2.5
O=C(CCCc1cccs1)Nc1nccs1	0.0	-4.0	-3.4	-3.2	-0.9	4.2	7.2	-3.3	11.6
CC(=O)COc1ccc2c3c(c(=O)oc2c1)CCCC3	0.0	-4.8	-1.4	3.3	-8.0	-6.3	-4.2	2.5	6.1
Cc1ccnc(NS(=O)(=O)c2ccc(N3C(=O)c4c(Cl)c(Cl)c(Cl)c(Cl)c4C3=O)cc2)n1	0.1	1.6	-3.4	13.1	-5.1	-2.1	-0.9	7.8	1.2

Screening data (PubChem)
